CF NFkB inh: inhibitors of PAF-induced NF-kB signaling, primary screen, cell-based, GFP fluorescence, uHTS; KKLEB NF-kB-GFP reporter, GFP fluorescence overnight; inhibition, % at 5 µM; actives 0.86% (n = 360,000);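 active = at least 50% inhibition at 5 µM, scaled per plate between neutral and stimulator controls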;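 note: PAF is a Pseudomonas aeruginosa culture filtrate used as stimulus; plate controls were PAF-stimulated DMSO wells for no effect and unstimulated DMSO wells for full effect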
TWEAK Fn14 block: inhibitors of TWEAK-Fn14 signaling, primary screen, luciferase reporter cells, uHTS; inhibition, % at 10 µM; AID 1159606, 2016; TWEAK-stimulated Fn14 reporter cells, luciferase luminescence, 8 h; actives 2% (n = 360,000); in the data active = inhibition above about 50%
NR2E3 ag-1: NR2E3 agonists in two-hybrid cells, primary screen, cell-based, luminescence, CHO-S, Gal4-NCOR/VP16-NR2E3; inhibition of corepressor binding, % at 3.98 µM; actives 0.35% (n = 360,000); luciferase; Photoreceptor-specific nuclear receptor (Homo sapiens), Q9Y5X4; AID 602229, 2012;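 active = inhibition above the mean of all tested compounds plus 3 SD, cut at about 70% in these data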;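 note: 0% = DMSO with NR2E3 transfected cells and 100% = cells lacking NR2E3 construct; higher means lower luciferase signal from less NR2E3 corepressor binding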
Target sequence (Q9Y5X4 whole entry, looked up, the tested form may be a part): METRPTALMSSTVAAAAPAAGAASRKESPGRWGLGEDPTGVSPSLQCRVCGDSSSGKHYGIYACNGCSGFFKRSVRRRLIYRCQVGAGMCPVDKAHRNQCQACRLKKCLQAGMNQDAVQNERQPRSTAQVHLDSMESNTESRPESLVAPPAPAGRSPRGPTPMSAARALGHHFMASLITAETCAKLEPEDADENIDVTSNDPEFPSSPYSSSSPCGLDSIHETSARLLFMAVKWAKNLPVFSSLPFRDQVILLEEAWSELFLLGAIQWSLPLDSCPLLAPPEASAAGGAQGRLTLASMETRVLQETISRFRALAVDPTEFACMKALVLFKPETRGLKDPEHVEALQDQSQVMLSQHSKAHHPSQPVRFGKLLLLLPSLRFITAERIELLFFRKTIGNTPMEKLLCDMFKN
MITF TRPM1 inh: inhibitors of MITF-dependent TRPM1 promoter reporter, primary screen, cell-based, SK-MEL-5, single point, luciferase. actives 0.83% (n = 330,000). SK-MEL-5 TRPM1 promoter luciferase, 24 h. inhibition, % at 12.5 µM;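 active = mean inhibition across replicates of 60% or more, whatever share of single replicates reaches that level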; note: values of inactives mirror those of a sister screen read the other way
aDG glyco act: activators of alpha-DG glycosylation, primary screen, uHTS, Pro5-aDG cells, AlphaScreen | activation, % at 10 µM | actives 0.22% (n = 360,000) | AID 624168, 2012 | alpha-DG glycosylation AlphaScreen (IIH6); 0% Pro5, 100% B10-LARGE cell signal;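 active = activation of at least 8% versus controls, or a plate z-score of at least 8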;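 note: Pro5 are CHO cells carrying HIG-tagged alpha-DG that lacks glycosylation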
Shn3 inh set2: reduction of Shn3 3'UTR firefly luciferase signal, primary screen, Schnurri-3 inhibitor project, cell-based, Clone20 osteoblasts, set 2; Clone20 osteoblast Shn3 3'UTR firefly luciferase, 24 h; inhibition, % at 12.5 µM; actives 0.52% (n = 360,000); AID 588674, 2011;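 active = mean inhibition of at least 75% with every replicate also reaching 75%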;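 note: 0% = median of neutral control wells and 100% = pilot-screen positive control compound; some compounds past the cut are filed as inactive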
KKLEB cytotox: cytotoxicity in KKLEB CF airway cells, primary screen, cytotoxicity control for CF NF-kB inhibitor project, cell-based, uHTS, fluorescence assay plates; AID 602141, 2011; actives 0.36% (n = 360,000); KKLEB CF airway cells viability, ATPlite luminescence, overnight; stronger effect = lower value; cells stimulated with P. aeruginosa culture filtrate; activity change (cytotoxicity), % at 5 µM;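 active = corrected activity change at or below -50% at 5 µM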
HIF-2a block: HIF-2a reporter inhibitors, primary screen, luminescence, 786-0 RCC cells | 786-0 RCC cells HIF-2a reporter, luciferase luminescence, overnight | inhibition, % at 18.8 µM | actives 0.72% (n = 360,000) | AID 624352, 2012;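 active = inhibition of the luminescence signal of 40% or more relative to plate controls, in a single-dose primary screen at 18.75 µM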
NR2E3 ag-2: inhibitors of NR2E3-RetCOR corepressor binding, primary screen, NR2E3 agonist project, biochemical, TR-FRET, GST-NR2E3, biotin-RetCOR; 1536-well; inhibition of corepressor binding, % at 4.78 µM; actives 0.12% (n = 320,000); AID 2300, 2010;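 active = percent inhibition above the cutoff of mean plus 3 SD of all tested compounds, set per screening campaign, cut at about 20% in these data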;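 note: 0% = DMSO wells and 100% = biotin wells as full block of FRET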
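Material: NR2E3–RetCOR corepressor complex / Incubation: Compound–protein incubation for 5 h at 4 °C / Dosing: compound at 4.8 µM, single dose / Detection: time-resolved FRET / Benchmarks: high control biotin, low control 0.6% DMSO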
Peg3 promoter: Peg3 promoter-driven luciferase inhibitors, primary screen, cell-based, HeLa, luciferase luminescence; HeLa PEG-Prom luciferase reporter, overnight; inhibition, % at 20 µM; actives 1.7% (n = 360,000);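 active = inhibition of at least 50% at 20 µM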
iPSC survival up: enhancers of single-cell hiPSC survival, primary screen, ATPlite luminescence; 100% = ROCK inhibitor wells, 0% = DMSO; survival enhancement, % at 20 µM; actives 0.044% (n = 360,000); AID 602274, 2012; in the data active = survival enhancement above about 18%;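 note: cells exposed to compounds for 16 hours before the ATP read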
* = called active by the depositor; . = no result given.

SMILES	CF NFkB inh	TWEAK Fn14 block	NR2E3 ag-1	MITF TRPM1 inh	aDG glyco act	Shn3 inh set2	KKLEB cytotox	HIF-2a block	NR2E3 ag-2	Peg3 promoter	iPSC survival up
COc1ccc(CCNC(=O)c2ccc(NC(=O)CC3SC(N4CCCC4)=NC3=O)cc2)cc1 (stereo not drawn)	15	-7	-9	0	-0.3	1	-15	5	2	10	0.8
Cc1cc(NC(=O)CN2CC(C)OC(C)C2)n(-c2nc3ccccc3s2)n1 (stereo not drawn)	1	-15	-18	6	0.3	-2	-7	-5	0	19	-1.4
CCCCn1c(N)c(N(CC(C)C)C(=O)C2CCN(S(=O)(=O)c3ccc(C)cc3C)CC2)c(=O)[nH]c1=O	20	3	26	0	-0.1	11	-20	19	1	-3	-0.1
CC(=O)c1ccc(NC(=O)CN2C(=O)/C(=C/C(C)=C/c3ccccc3)SC2=S)cc1	-5	-6	1	-7	-0.4	-7	-4	15	.	17	0.2
COc1cccc(NC(=O)CN(C)C(=O)c2cc(C)oc2C)c1	-31	-7	2	-3	-0.2	5	19	2	0	9	2.3
Cc1ccccc1C(=O)Nc1cccc(C#N)c1	-12	-1	-11	-17	0.1	-69	4	-54	-4	-24	-1.4
COC(CNC(=O)c1ccc2c(c1)ncn2-c1ccc(F)cc1F)OC	1	-18	-6	-12	-0.1	-5	-3	5	0	6	1.5
COCCCNC(=O)c1sc2ncn(CC(=O)Nc3ccc(C)c(Cl)c3)c(=O)c2c1C	2	-7	-16	1	0.7	14	-4	-65	2	-48	-2.0
Cc1ccc(S(=O)(=O)N2[C@H](c3ccccc3)CC(=O)[C@@H]3CN(S(=O)(=O)c4ccccc4C)[C@H](c4ccccc4)C[C@@H]32)cc1	-8	10	8	.	-0.4	13	-7	12	.	1	-0.9
Clc1ccc(SCCOCCN2CCCCC2)cc1	8	-19	4	-7	0.2	-12	0	12	-2	1	-0.3
COC(=O)c1ccccc1NC(=O)C1CC(=O)N(C2CCCCC2)C1 (stereo not drawn)	-11	-6	-16	-6	0.2	-10	3	4	0	14	7.2
Cc1ccc(N2CC(C(=O)N3CCCCC3)CC2=O)cc1C (stereo not drawn)	0	2	22	-5	0.0	-1	6	-9	0	7	0.2

Reprinted from the part before: two entries, then new ones.
SMILES	CF NFkB inh	TWEAK Fn14 block	NR2E3 ag-1	MITF TRPM1 inh	aDG glyco act	Shn3 inh set2	KKLEB cytotox	HIF-2a block	NR2E3 ag-2	Peg3 promoter	iPSC survival up
COC(=O)c1ccccc1NC(=O)C1CC(=O)N(C2CCCCC2)C1 (stereo not drawn)	-11	-6	-16	-6	0.2	-10	3	4	0	14	7.2
Cc1ccc(N2CC(C(=O)N3CCCCC3)CC2=O)cc1C (stereo not drawn)	0	2	22	-5	0.0	-1	6	-9	0	7	0.2
NC(N)=NS(=O)(=O)c1ccc(N/C=C\C(=O)c2ccncc2)cc1	4	2	-9	-2	-0.1	7	6	-2	12	1	4.4
O=C1CC(c2ccncc2)c2cc3c(cc2N1)OCCO3 (stereo not drawn)	3	-7	-13	18	0.0	-5	-2	12	0	14	-1.6
Cc1c(Cl)c(-c2n[nH]c(=S)n2CC(C)C)nn1C	9	7	-15	4	-0.4	7	4	11	-1	-1	-0.6
COc1cccc(/C=N/n2c(-c3n[nH]c4c3CCC4)n[nH]c2=S)c1OC	-18	-18	29	-11	-0.1	9	9	15	5	15	-0.4
C/C(=N\Nc1nc2ccccc2nc1C)c1ccccc1O	-8	9	8	-9	0.7	-16	-3	-41	5	-33	0.5
Cc1ccc2c(c1)[C@H]1[C@H](CO2)[C@H](c2ccccc2)[C@]2(C)C(=O)Nc3ccc(Cl)cc3C(=O)N12	33	6	10	16	-0.2	39	-17	-2	.	-4	2.7
O=C(CN1C(=O)S/C(=C\c2ccccc2)C1=O)NCCCn1ccnc1	-14	-10	-10	10	0.2	-8	10	3	3	-5	0.3
Cc1c(CCC(=O)O)c(=O)oc2cc(OCc3cccc(F)c3)ccc12	1	-15	-42	-2	0.1	-6	6	-52	5	-22	-0.4
O=C1C(=O)N(CCO)C(c2ccccc2)/C1=C(\O)c1ccccc1 (stereo not drawn)	2	-6	10	-2	0.0	1	3	4	0	-9	-0.5
O=c1[nH]c(=S)[nH]c(O)c1/C=C1\C=Nc2ccccc21	69*	10	4	65*	0.8	18	-7	21	.	61*	-0.8
COc1ccccc1-c1cnc(C(O)c2ccc(CN3CCCC3)cc2)[nH]1 (stereo not drawn)	13	-7	-19	.	-0.2	1	-5	10	.	-2	-1.7
CCCc1nc2c(c(=O)c3ccccc3n2C)c(=O)n1-c1ccc(F)cc1	-2	0	-9	2	-0.1	3	4	16	-2	10	0.8
Cc1ccccc1NC(=O)C1CCN(c2cnccn2)CC1	-2	-10	-7	14	-0.2	2	-9	27	0	-4	2.5
CCOC(=O)CSc1nc(=O)n2ccc(C)cc2n1	-5	7	-17	-21	0.1	-18	-7	-6	3	-16	1.0
CSCCC(NC(=O)c1ccccc1Br)C(=O)Nc1ccc(C)cc1 (stereo not drawn)	2	3	1	-4	-0.1	-10	-7	-9	-1	8	4.1
CN(C)C(CNC(=O)CCc1nc2cc(Cl)ccc2n(Cc2ccccc2)c1=O)c1ccccc1 (stereo not drawn)	11	-10	3	-3	0.2	5	-10	-2	-2	10	-0.4
CC(=O)Nc1ccc(Oc2cncc(Cl)c2)nc1	22	19	-31	-5	0.0	-4	-17	6	2	6	1.0
CCCS(=O)(=O)NC(=O)C1(C)CCCN(C(=O)c2ccccc2OC(F)(F)F)C1 (stereo not drawn)	-3	1	10	.	-0.3	-14	2	9	.	5	2.6
CCN(CC)CCCNC(=O)c1cn(CC)c2ccc(S(=O)(=O)N3CCc4ccccc4C3)cc2c1=O	-12	-21	-10	-5	0.0	0	1	7	-1	14	1.1
Cc1cc(OCc2cn(CC(=O)c3ccc(O)cc3)nn2)ccc1[N+](=O)[O-]	-6	-6	4	-5	-0.1	2	7	-15	.	-10	6.2
CC(=O)c1ccc(NC(=O)CSc2nc3[nH]ncc3c(=O)[nH]2)cc1	-5	12	-2	1	0.8	-1	8	-5	2	12	-0.5
COc1cc(/C=N\NC(=O)C2COc3ccccc3O2)cc(OC)c1O (stereo not drawn)	16	10	-13	24	-0.2	0	-10	9	-2	11	-0.1
O=C(CCCN1C(=O)c2ccccc2C1=O)Nc1cccc(S(=O)(=O)NC2=NCCC2)c1	2	-7	-12	-1	-0.3	-16	-3	12	2	-2	0.4
CCOc1cccc2sc(N(CCN(CC)CC)C(=O)c3cccc(N4C(=O)CCC4=O)c3)nc12	-14	1	-31	-1	-0.1	-14	-7	8	0	-13	0.2
Cc1nn(-c2ccccc2)nc1C(=O)Nc1cccc(C(=O)NC2CC2)c1	-26	31	-28	.	-0.3	3	-6	3	.	48	-3.4
O=C(CNC(=O)c1ccco1)Nc1ccc(S(=O)(=O)N2CCCC2)cc1	0	7	-31	11	0.0	-6	3	12	0	17	-0.6
O=C(NCc1ccncc1)c1nc(-c2ccc(C(F)(F)F)cc2)no1	-7	7	10	-9	2.9	11	7	16	2	3	-1.0
COc1ccc(Cl)cc1NS(=O)(=O)c1c(C)nc2sccn2c1=O	-10	-5	-25	-4	-0.2	13	-13	9	3	14	-0.4
OCCOCCn1c(C2CCCN2c2nc(-c3ccc(F)cc3)cs2)nc2cc(Cl)c(Cl)cc21 (stereo not drawn)	10	13	2	11	2.0	-11	-35	8	1	8	1.6
Cc1ccccc1NS(=O)(=O)c1ccc(OCC(=O)NCc2ccccn2)cc1	-11	17	-17	7	0.2	9	1	20	3	1	-1.0
O=c1cc(-c2ccccc2)nc(N2CCN(Cc3ccc4c(c3)OCO4)CC2)[nH]1	4	13	0	3	-0.2	5	4	24	-2	20	1.4
NC(=O)C1CCN(CC(=O)NC(=O)NC2CCCC2)CC1	-2	-3	-11	7	0.2	-11	-1	13	4	4	-0.6
Fc1ccccc1COc1cccc2cccnc12	3	41	-129	-62	0.0	-120	1	-291	-1	-272	0.4
COc1ccc(-c2nc3cc(C)ccn3c2NC(=O)c2c(F)cccc2Cl)cc1	35	7	-14	-1	-0.3	-9	-22	-12	-2	9	-0.7
COc1ccccc1CNCc1ccc(OC)c2ccccc12	3	-2	-46	3	0.2	36	-4	15	0	-7	-0.3
COc1ccc(C(=O)NCCC(=O)N2CCC3(CC2)NCCc2[nH]cnc23)cc1	1	2	2	-9	-0.4	-7	-16	-2	3	6	2.7
COc1cccc(Nc2nc(-c3sc(C)nc3C)cs2)c1	-15	13	-60	-31	0.6	-95	-1	-169	3	-104	-0.9
CNS(=O)(=O)c1cc(S(=O)(=O)NC)c2cccc3c2c1NC3=O	19	11	-4	7	0.0	-7	-7	16	2	30	3.0
CN(CC(=O)Nc1ccc(F)c(F)c1F)C(=O)C1CCC1	11	14	9	-13	-0.2	-6	-11	11	1	-6	0.3
CCOP(=O)(OCC)C(C#N)=C1SCN(c2ccc(Cl)cc2)CS1	8	-27	-20	1	-0.2	-4	-5	-13	-1	-4	2.4
CCOC(=O)c1c(S(=O)(=O)Nc2ccc(C)c(F)c2)c(C)n(C)c1C	-18	-5	-19	5	0.5	-11	9	1	-2	1	-0.5
COC(=O)c1c(NC(=O)COC(=O)c2ccc(Cl)cc2[N+](=O)[O-])sc2c1CCCCC2	3	-24	-18	0	-0.5	-4	6	5	4	71*	-2.2
CC(C)[C@H](NC(=O)c1ccco1)C(=O)OCc1cc(=O)n2c(n1)sc1ccccc12	-12	-3	-15	1	1.1	4	1	-6	-1	28	0.2
O=C1CC(c2ccccc2)CC(=NCCO)/C1=C(\O)CCCN1C(=O)c2ccccc2C1=O (stereo not drawn)	2	-12	-17	3	-0.2	2	9	25	0	20	0.4
Cc1ccc(-c2nc(-c3ccccn3)sc2CC(=O)O)cc1	-30	-27	-3	16	0.0	-16	12	14	0	13	0.4

Sorted by value in MITF TRPM1 inh (low to high): some entries from above
Structure	CF NFkB inh	TWEAK Fn14 block	NR2E3 ag-1	MITF TRPM1 inh	aDG glyco act	Shn3 inh set2	HIF-2a block	NR2E3 ag-2	Peg3 promoter
COC(=O)c1ccccc1NC(=O)C1CC(=O)N(C2CCCCC2)C1 (stereo not drawn)	-11	-6	-16	-6	0.2	-10	4	0	14
COc1cccc(NC(=O)CN(C)C(=O)c2cc(C)oc2C)c1	-31	-7	2	-3	-0.2	5	2	0	9
NC(=O)C1CCN(CC(=O)NC(=O)NC2CCCC2)CC1	-2	-3	-11	7	0.2	-11	13	4	4

Source: PubChem
